# Assay outcomes as filed in PubChem BioAssay.
# cln2 rad14 – NCI yeast anticancer drug screen, S. cerevisiae cln2 rad14 strain | 78,000 compounds, 8.3% hits | % growth inhibition at 50 µM;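 note: 0% = growth of vehicle-only cultures of the same strain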
#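 cln2 rad14 yeast strain; compound exposure; growth inhibition read vs vehicle controls.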
# yeast bub3 – NCI yeast anticancer drug screen, S. cerevisiae bub3 mutant strain; % growth inhibition at 50 µM; 78,000 compounds, 9.9% hits; AID 167;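 note: 0% = growth of vehicle-only cultures of the same strain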
#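 Screening used yeast with an engineered genetic alteration affecting cell cycle control. Compound-exposed cultures were compared with vehicle cultures, and reduced growth was taken as inhibition.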
# yeast rad50 – NCI yeast anticancer drug screen, S. cerevisiae rad50 strain; AID 155; 79,000 compounds, 10% hits; % growth inhibition at 50 µM;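 note: 0% = growth of vehicle-only cultures of the same strain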
#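 Yeast carrying a defined DNA repair defect were exposed to test compounds, and growth was compared with vehicle-treated controls to give percent inhibition.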
# yeast mec2-1 – NCI yeast anticancer drug screen, S. cerevisiae mec2-1 strain; growth inhibition, % at 50 µM; 79,000 compounds, 9% hits; AID 157;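 note: 0% = growth of vehicle-only cultures of the same strain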
#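 Strain: mec2-1 (DNA repair/cell cycle alteration). Compound exposure, then growth measured; inhibition expressed relative to vehicle.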
# mlh1 rad18 – NCI yeast anticancer drug screen, S. cerevisiae mlh1 rad18 strain. % growth inhibition at 50 µM. 79,000 compounds, 11% hits;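 note: 0% = growth of vehicle-only cultures of the same strain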
#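 Growth inhibition of the yeast strain was measured after compound exposure and expressed relative to vehicle-treated controls. The strain carries defined defects in DNA damage repair.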
# yeast sgs1 mgt1 – NCI yeast anticancer drug screen, S. cerevisiae sgs1 mgt1 strain. % growth inhibition at 50 µM. AID 161. 78,000 compounds, 10% hits;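 note: 0% = growth of vehicle-only cultures of the same strain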
#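 Genetically altered yeast, compound exposure, growth inhibition relative to vehicle.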
# The depositor's hits bear a star; · = no result given; & = joins results of further samples. Cut-off read from the data, not from the text of the source: active = growth inhibition above about 70%; inactive = the rest. The order is random. Share with any hit: about 13%.
SMILES,cln2 rad14,yeast bub3,yeast rad50,yeast mec2-1,mlh1 rad18,yeast sgs1 mgt1
CC(C)(C)CC(C)(C)c1ccc(OCCOc2ccc(C(=O)Nc3ccc([N+](=O)[O-])cc3)cc2)cc1,6,-6,50,0,23,43
O=C1CN(CCCN2CCOCC2)CC(=O)N2CCCCN12,15,7,5,0,-2,3
N#Cc1ccc(NC(=NCC(=O)O)Nc2cccc3ccccc23)cc1,-19,-55,-37,-54,-10,-5
Cc1ccc(N2CCOS(=O)OCC2)cc1,-32,6,-28,4,-4,-2
COc1cc([N+](=O)[O-])c2[nH]c(=O)ccc2c1,-7,-2,-12,20,3,-4
COC12C=CC(CC1)C1=C2C(=O)c2nc(C)c(C)nc2C1=O (stereo not drawn),21,21,31,8,34,34
CCOC(=O)c1sc2nc(SC)nc3c2c1N=CN3c1ccc(Br)cc1,-10,-8,8,3,-7,6
O/N=C/c1cc(I)c(O)c(I)c1,98*,99*,99*,98*,98*,99*
CC(=O)N1CCc2cccc(C/C(=N/O)c3ccccc3)c21,-6,-2,0,-16,16,-11
Cc1cc([N+](=O)[O-])cnc1Cl,-16,12,-14,-22,-17,-12
CCC(C)C(=O)c1c(O)c(C/C=C(\C)CCC=C(C)C)c(O)c2c(C(O)CC)cc(=O)oc12 (stereo not drawn),18,20,22,16,43,15
COC(=O)CCCCC1=CCC2C(=O)C=C(O)C2C1 (stereo not drawn),-2,-7,-13,13,-19,-11
O=C(/C(=C/c1ccc2c(c1)OCO2)c1ccccc1)c1ccc(OCCN2CCCC2)cc1,13,3,35,58,7,31
CN1c2ccccc2C2CC(CC#N)CC(=O)C21 (stereo not drawn),-12,-20,19,14,20,-8
CC(=O)c1cccs1,-20,-3,-10,0,7,15
S=c1cn[nH]c2ccc(Br)cc12,36,77*,69,56,86*,69
CSCCC(NC=O)C(=O)NC(CC(C)C)C(=O)NC(Cc1ccc(I)cc1)C(=O)O (stereo not drawn),-4,0,0,4,-8,-13
CCOC(=O)CC/C(C)=N/NC(=O)c1ccc[n+](C)c1,-29,-3,-12,-4,3,-2
O=C(OC1CCC/C=C\CCCC1)c1ccc(Cl)cc1 (stereo not drawn),-2,-2,1,-4,2,-16
O=c1c2ccccc2c(=O)n2c(=O)c3ccccc3c(=O)n12,-68,-5,-23,-23,-33,-16
CC(=O)O/N=C(/C)c1ccccc1O,7,15,12,-2,17,38
CCOC(=O)c1c(C)[nH]c(=S)c(C#N)c1-c1ccco1,4,-3,18,6,28,11
CC1Cn2c(nccc2=O)S1 (stereo not drawn),2,4,-15,-14,-29,-33
C#CCNC(=O)NCCCC(NC(C)=O)C(=O)NCc1ccccc1 (stereo not drawn),32,-6,41,-12,-8,-5

# Entries of single compounds, looked up by structure. Order of values: cln2 rad14	yeast bub3	yeast rad50	yeast mec2-1	mlh1 rad18	yeast sgs1 mgt1
# `O=C(OC1CCC/C=C\CCCC1)c1ccc(Cl)cc1` (stereo not drawn) reads -2	-2	1	-4	2	-16
# `CSCCC(NC=O)C(=O)NC(CC(C)C)C(=O)NC(Cc1ccc(I)cc1)C(=O)O` (stereo not drawn) reads -4	0	0	4	-8	-13

# Shown with bars between the fields: part of the list above
structure | cln2 rad14 | yeast bub3 | yeast rad50 | yeast mec2-1 | mlh1 rad18 | yeast sgs1 mgt1
CCOC(=O)c1c(C)[nH]c(=S)c(C#N)c1-c1ccco1 | 4 | -3 | 18 | 6 | 28 | 11
CC1Cn2c(nccc2=O)S1 (stereo not drawn) | 2 | 4 | -15 | -14 | -29 | -33

# Next records
SMILES,cln2 rad14,yeast bub3,yeast rad50,yeast mec2-1,mlh1 rad18,yeast sgs1 mgt1
COc1ccc(S(=O)(=O)/N=C(/C2CC3=CCC4C5CCC(=O)C5(C)CC(=O)C4C3(C)C2)N2CCCC2)cc1 (stereo not drawn),-12,-1,6,5,-18,2
CC(C)(CC(O)C#N)/[N+]([O-])=[N+](\[O-])C(C)(C)CC(O)C#N (stereo not drawn),-4,13,4,5,-28,34
Nc1nc(-c2ccccn2)cc2c(Cl)cccc12,4,18,-2,-22,9,12
c1ccc(-c2c3c(nn2-c2ccccc2)-c2ccccc2CCC3)cc1,-21,-2,-10,7,-17,9
O=C(O)c1ccc(NCn2c(=S)[nH]c3ccccc32)cc1O,·,·,-8,-43,-16,·
COc1ccccc1N/C(=C\C(=O)C(=O)NC12CC3CC(CC(C3)C1)C2)c1ccccc1,2,4,11,3,14,9
CN(C)c1ccc(/C=N/Nc2nc3ccccc3c(=O)n2-c2ccccc2)cc1,18,26,-3,-16,-4,7
CCc1cc(C)cc(CC)c1N,-25,21,5,-14,4,-9
CCCCCCC(CCl)c1sc(-c2csc(CCNC(=O)OC(C)(C)C)n2)nc1C(=O)OC (stereo not drawn),-42,10,-3,30,44,-14
Nc1nc(Cl)c(Cl)c(Cl)n1,14,-8,47,72*,30,32
O=C(O)/C=C/C(=O)Nc1cc(Cl)c(Cl)cc1Cl,·,·,-11,-3,-11,·
N#C/C(=C/NC(=S)NCc1ccccc1)C(N)=O,0,7,-33,-42,0,-5
[O-][n+]1c2ccc(Cl)cc2nc2ccc(Cl)cc21,-27,1,-9,-11,-5,-8
Oc1ccc(Br)cc1C=Nc1cccc(C(F)(F)F)c1,61,88*,70*,86*,67,82*
O=[N+]([O-])c1ccc(-c2ccncc2)cc1,21,-18,-32,-32,-9,-19
COc1c(NC(=O)CC(C)=O)cccc1[N+](=O)[O-],-12,-8,-8,0,-10,-12
C/C(C=O)=C\c1ccc([N+](=O)[O-])cc1,13,24,28,4,2,1
COC(=O)n1c(=O)oc2ccc(Br)cc21,99*,100*,99*,99*,99*,99*
CSc1ncc2c(C#N)c3n(C)c4ccccc4n3c(=O)c2n1,5,12,-1,-3,-21,13
COc1ccc(/C(CC2OC(=O)c3ccccc32)=N\NC(N)=O)cc1 (stereo not drawn),5,-10,15,-13,-34,1
COC(=O)C(=CNC(N)=O)C(=O)OC,-11,-3,24,30,14,28
CCCCCCCCCCC(=O)CCCCC,·,·,20,-12,-11,·
CC1C([N+]2(C)CCCCC2)CS1(=O)=O (stereo not drawn),9,14,12,2,8,9
Nc1nc2c(nc(N)n2Cc2ccccc2)c(=O)[nH]1,6,2,-14,-4,-11,20
CCC1OC(OC)C=CC1=O (stereo not drawn),91*,90*,90*,94*,92*,90*
CN(C)C(=O)Nc1ccc2c(c1)OCO2,-32,-13,1,9,9,-1
O=[N+]([O-])c1ccc(/C=C/C(CCN2CCCCC2)=N\O)o1,10,17,14,-1,29,40
Cc1cc2c(=O)cc(-c3ccc(Cl)c(Cl)c3)oc2c(C(=O)O)c1C,-6,-19,-21,-16,10,-27
C=CCN(CC=C)C(=O)C(=C)C,3,4,3,0,-4,-6
Cc1cccc2c(/C=C/c3ccc(N(C)C)cc3)ccnc12,-22,3,-12,-8,-11,-4
O=C(O)CNc1ncc2c(n1)-c1ccccc1OC2,-1,-20,9,39,0,-18
CN1C(=O)C(c2c[nH]c3ccccc23)N(C)C(=O)C1c1c[nH]c2ccccc12 (stereo not drawn),-20,-28,-30,-11,-20,-79
CC(=O)Nc1cc(Cl)c2c(c1)Cc1ccccc1-2,-43,-3,2,-9,-10,2
Cc1ccc(NC(=O)Nc2cccc(C(F)(F)F)c2)cc1NC(=O)Nc1cccc(C(F)(F)F)c1,24,-7,3,15,30,32
C=C=CON1CCCCC1,-5,-13,-16,15,-1,-25
CCCCOC(=O)NC(Nc1ccc(S(=O)(=O)Nc2ncccn2)cc1)(C(F)(F)F)C(F)(F)F,-5,-6,-10,-17,12,-11
Brc1nc2c3ccccc3ncn2c1Br,-4,2,45,-3,23,21
CCN1/C(=C/c2ccc3ccccc3[n+]2CC)C=Cc2ccccc21,91*,91*,90*,92*,90*,93*
Cc1nc(C(N)=S)sc1C(=O)C/C(=N/N)C(=O)Nc1cccc(Cl)c1C,-15,6,26,30,37,-5
CCCC(=O)Nc1cc(C(=O)N2C[C@@H]3C[C@]34C2=CC(=O)c2[nH]cc(C)c24)n(COC)c1,10,9,26,10,47,31
O=C(N/N=C/c1ccc2c(c1)CCC2)c1ccc(S(=O)(=O)O)cc1,1,-1,-16,1,-29,-8
CCOC(=O)C(O)(NC(=O)c1ccc(F)cc1)C(F)(F)F (stereo not drawn),17,-10,12,2,-24,-10
COc1ccc(OC)c(N=Nc2sc(N)nc2C)c1,27,48,19,29,44,37
Cc1ccc(S(=O)(=O)NC(=O)NCCC(C)C)cc1,-14,-15,4,-26,-8,-10
CC(C)CC1OCC(C)(C)CO1,-7,-8,-1,-12,-10,-11
C=C(C)c1c2c(Sc3ccc(C(C)(C)C)cc3)cccc2cc2cccc(Sc3ccc(C(C)(C)C)cc3)c12,-24,0,-24,-9,-14,-16
COCc1c(CO)cnc(C)c1OC1OC(CO)C(O)C(O)C1O (stereo not drawn),-2,-4,18,15,9,8
N#CC1(OC2CCCCO2)Cc2ccccc2C1 (stereo not drawn),-49,-5,17,2,-1,-13

# Results in yeast bub3 and yeast rad50, for three of the compounds above:
compound | yeast bub3 | yeast rad50
O=c1c2ccccc2c(=O)n2c(=O)c3ccccc3c(=O)n12 | -5 | -23
O=[N+]([O-])c1ccc(/C=C/C(CCN2CCCCC2)=N\O)o1 | 17 | 14
O=C(N/N=C/c1ccc2c(c1)CCC2)c1ccc(S(=O)(=O)O)cc1 | -1 | -16

# (further entries)
SMILES,cln2 rad14,yeast bub3,yeast rad50,yeast mec2-1,mlh1 rad18,yeast sgs1 mgt1
COC(=O)c1cc(=O)n(-c2ccccc2C(F)(F)F)c(SC)n1,97*,99*,99*,99*,99*,99*
CCCCCCCCCOc1ccc(C=Nc2ccc(C)cc2)cc1,-19,-11,-4,8,-5,-3
Cc1c2oc3c(C)ccc(C(=O)NC4C(=O)NC(C(C)C)C(=O)N5CCCC5C(=O)N(C)CC(=O)N(C)C(Cc5ccc(O)cc5)C(=O)OC4C)c3nc-2c(C(=O)NC2C(=O)NC(C(C)C)C(=O)N3CCCC3C(=O)N(C)CC(=O)N(C)C(Cc3ccc(O)cc3)C(=O)OC2C)c(N)c1=O (stereo not drawn),26&5,0&-9,-13&-11,1&0,-32&-25,-2&-4
Cc1c(C)c2cc3c(=O)ccoc3c(C)c2oc1=O,42,30,48,20,70,30
O=S(=O)(Nc1cccc(C2=NCCN2)c1)c1ccc2c(S(=O)(=O)Nc3cccc(C4=NCCN4)c3)cccc2c1,14,5,83*,9,78*,88*
O=C(CCN1CCCC1)Nc1ccc2sc3ccccc3c(=O)c2n1,10,17,38,-62,11,9
CCN(CC)CCCOC(=O)N(Cc1ccc(Cl)cc1)C1CC1,·,·,51,13,47,·
Cc1ccc(NC(=O)NCCCCCCNC(=O)Nc2ccc(C)cc2)cc1,-9,-14,-7,-13,-18,-8
O=C(N/N=C\c1ccncc1)Nc1ccc(N=Nc2ccccc2)cc1,-3,6,13,6,20,18
CCCCS(=O)(=O)CCCCCCl,-14,-6,2,-3,10,-6
CCOC1=NCCCCC1,-23,-9,-20,-22,-30,-1
N=c1nc(-c2ccccc2)c(-c2ccccc2)nn1CC(=O)c1ccc(Br)cc1,0,-4,5,-19,15,-2
COc1ccccc1OCC(=O)O,-25,-12,24,0,23,-18
O=C1C(c2ccccc2)=C(c2ccccc2)C(c2ccccc2)=C1c1ccccc1,-2&-14,12&0,12&37,8&-4,9&19,25&16
Cc1ccc(C2(O)CC(c3ccc([N+](=O)[O-])o3)=NN2C(=O)COc2ccccc2Cl)cc1 (stereo not drawn),0,-2,46,-15,-6,0
CCC1(O)c2ccccc2CCC1C (stereo not drawn),-30,-33,13,-16,-20,-15
O=C(Nc1ccccc1)OC1C=CC2CCC1C2 (stereo not drawn),13,18,8,3,58,39
CCOC(=O)c1c[nH]c(C)c1C,-10,-1,-2,-5,11,1
Cc1nc2cccc3ccc4c5ccccc5cc1c4c32,1,22,70*,15,49,-25
COc1ccc(-c2c3c(n(C4OC(COC(C)=O)C(OC(C)=O)C(OC(C)=O)C4OC(C)=O)c(=S)c2C#N)CCCC3)cc1 (stereo not drawn),2,-2,-18,-13,-5,3
C=C1CC(COc2ccc3c(C)cc(=O)oc3c2)(c2ccccc2)OC1=O (stereo not drawn),32,30,36,27,42,60
Oc1cccnc1Cl,9,14,13,-14,2,17
CCOC(=O)COc1cc2c(cc1C(CC)c1ccc(OC)cc1)OCO2 (stereo not drawn),-20,16,-15,-18,-10,-12
Cc1ccc(-c2noc(C)n2)cc1,-14,4,-13,13,9,-3
CCOC(=O)c1ccc(N2C(=O)c3cccc4cccc(c34)C2=O)cc1,0,16,-8,19,-5,30
COC(=O)N(C)C1=CCC(C(C)(C)C)CC1 (stereo not drawn),4,14,5,-3,0,19
CCCOC1=C(Cl)C(=O)c2cccc([N+](=O)[O-])c2C1=O,99*,99*,100*,100*,99*,99*
CC1(C)C=Cc2c(ccc3[nH]c4occc4c(=O)c23)O1,14,11,23,-22,0,-17
